KinaseGlo FLuc = Kinase-Glo luciferase inhibition (counter-screen) | Potency, µM (highest dose often 38.3 µM), for inactives: at the highest dose activity change, negative = inhibition, usual class: inhibitors | actives 0.28% (n = 200,000) | Kinase-Glo luciferase, ATP luminescence, 8 min | Q27757; also: potency is read from the fitted curve at half-maximal effect; % is scaled to controls: 0 for no effect and ±100 for the full control effect; nearly all actives have a fitted effect of over 60% in size
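Light output from Kinase-Glo luciferase with luciferin and 10 uM ATP in 50 mM imidazole pH 7.2, KCl, MgCl2, Tween 20, BSA; compound pin-delivered, 8-min ambient incubation, then luminescence read.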
IMPase Li cell = cell-permeable IMPase inhibitors with lithium potentiation. CHO-M1 cells, IP1 TR-FRET (IP-One), carbachol + lithium. Potency, µM (highest dose often 59.4 µM), for inactives: at the top dose activity, negative = IMPase inhibition, usual class: inhibitors. actives 0.35% (n = 210,000);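 also: IP1 builds up when IMPase is blocked and the TR-FRET signal falls; potency is read from the fitted curve at half-maximal effect; plate controls were basal vehicle for no effect and high inhibitor control for full effect; nearly all actives have a fitted effect of over 50% in size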
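Concentration–response in CHO-M1 cells, lithium-potentiated; 30 min at 37C. IP1 detected by competitive TR-FRET after 10 min lysis at RT. Hill-fitted AC50.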
HTT aggregate = mutant huntingtin aggregation inhibition; PC12 HttQ103-GFP aggregates, Acumen cytometry, 40 h; Potency, µM (highest dose often 46.1 µM), without a hit: top-dose activity change, negative = inhibition, hits mostly inhibitors; actives 1.1% (n = 220,000); AID 1688; also: potency is read from the fitted curve at half-maximal effect; % is scaled to controls: 0 for no effect and ±100 for the full control effect; nearly all actives have a fitted effect of over 60% in size
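Multiplexed with ATP-based cell death, this channel scores GFP aggregates in PC12 cells expressing inducible HTTex1-Q103-GFP. Induction used 100 nM tebufenozide; compounds were tested in concentration series.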
Epigenetic derep = derepresses silenced GFP reporter in murine cells | Potency, µM (highest dose often 53.9 µM), without a hit: at the top dose GFP activation, hits mostly activators | actives 0.2% (n = 280,000) | AID 1865 | murine LDR cells, GFP reporter derepression, 30 h; also: potency is read from the fitted curve at half-maximal effect; % of control where 0% means no effect; nearly all actives have a fitted effect of over 60% in size
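Derepression of a silenced CMV-GFP reporter in murine LDR cells is scored by enumerating GFP-positive cells with a laser-scanning microplate cytometer after 30 hours of treatment at 37 C.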
CBFb RUNX1 block = inhibitors of human CBF-beta and RUNX1 interaction; Q01196+Q13951; AlphaScreen CBFb-His/RUNX1-biotin binding, biochemical; Potency, µM (series often up to 59.8 µM), without a hit: at the highest dose activity, negative = inhibition, usual class: inhibitors; 230,000 tested, under 10 active; AID 1477; also: % of control where 0% means no effect
Target sequence (Q01196 whole entry, looked up): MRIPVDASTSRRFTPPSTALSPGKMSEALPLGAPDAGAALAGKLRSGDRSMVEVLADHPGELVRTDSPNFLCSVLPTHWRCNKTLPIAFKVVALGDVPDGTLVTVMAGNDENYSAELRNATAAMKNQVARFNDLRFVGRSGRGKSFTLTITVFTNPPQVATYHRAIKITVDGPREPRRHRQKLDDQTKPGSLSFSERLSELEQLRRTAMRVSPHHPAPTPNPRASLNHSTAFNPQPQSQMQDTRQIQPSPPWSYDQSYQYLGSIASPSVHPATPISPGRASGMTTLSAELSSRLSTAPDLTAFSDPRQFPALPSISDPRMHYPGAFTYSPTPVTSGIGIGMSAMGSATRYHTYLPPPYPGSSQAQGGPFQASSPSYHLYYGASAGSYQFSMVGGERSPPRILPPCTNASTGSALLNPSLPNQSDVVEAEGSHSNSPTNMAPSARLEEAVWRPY
Target sequence (Q13951 whole entry, looked up): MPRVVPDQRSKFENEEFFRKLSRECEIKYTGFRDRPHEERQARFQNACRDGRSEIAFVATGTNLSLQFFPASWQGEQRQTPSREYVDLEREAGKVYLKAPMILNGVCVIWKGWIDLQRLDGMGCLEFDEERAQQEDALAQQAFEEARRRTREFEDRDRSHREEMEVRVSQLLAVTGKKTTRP
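CBFb-His/RUNX1-biotin, 30 nM each, preincubated 20 min RT; compound 15 min RT; Ni + streptavidin beads 50 ng each, 90 min RT; AlphaScreen read.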
NPSR antag = antagonists of human neuropeptide S receptor cAMP signaling | Q6W5P4 | CHO-NPSR cells, cAMP TR-FRET, antagonist mode | Potency, µM (titrated, usually from 38.3 µM), without a hit: top-dose activity change, negative = inhibition, hits mostly inhibitors | actives 1% (n = 220,000); also: potency is read from the fitted curve at half-maximal effect; % is scaled to controls: 0 for no effect and ±100 for the full control effect; nearly all actives have a fitted effect of over 50% in size; many of its hits are not listed in these tables
Target sequence (Q6W5P4 whole entry, looked up): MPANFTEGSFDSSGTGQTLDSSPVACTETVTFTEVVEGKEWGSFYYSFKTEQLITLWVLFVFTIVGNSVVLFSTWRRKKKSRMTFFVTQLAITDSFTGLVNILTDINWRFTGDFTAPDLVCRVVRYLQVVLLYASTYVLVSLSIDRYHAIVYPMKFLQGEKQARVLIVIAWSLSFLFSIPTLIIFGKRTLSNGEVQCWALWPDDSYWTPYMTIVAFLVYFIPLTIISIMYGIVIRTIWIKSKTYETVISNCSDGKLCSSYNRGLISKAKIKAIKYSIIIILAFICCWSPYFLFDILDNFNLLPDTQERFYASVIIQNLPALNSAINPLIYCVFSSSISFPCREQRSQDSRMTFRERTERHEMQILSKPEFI
Lamin A splicing = modulators of lamin A splicing; HeLa LMNA splicing GFP/RFP minigene ratio, 48 h; Potency, µM (highest dose often 46.1 µM), for the others: top-dose ratio change, negative = inhibition, hits mostly inhibitors; actives 0.01% (n = 200,000); AID 1487; active = well fitted inhibition curve with a large enough effect in the signal ratio, with a control signal flat, not every such curve was filed as active; inconclusive = small, poorly fitted or top-dose-only effect, or effect the other way, or a change in a side signal; the % refers to the signal ratio; also: potency is read from the fitted curve at half-maximal effect; % is scaled to controls: 0 for no effect and ±100 for the full control effect
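S3 HeLa stable clones carrying a lamin A-EGFP splicing minigene plus DsRed2 were seeded at 600 cells/well in Opti-MEM with 2% FBS, pin-dosed and incubated 48 h at 37°C. Acumen cytometry (488 nm) gave the GFP/RFP total-intensity ratio.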
* marks the source's active call; other numbers are inactive results; u = inconclusive; x = not tested or not shown; [ ] = another dose, or the depositor's remark. Unless noted, calls follow the shape of the dose curve; as a rule, active = well fitted curve in the direction sought with a large enough effect; inconclusive = small, poorly fitted or top-dose-only effect, or another doubt; inactive = no such curve, though single readings can be large; an effect the other way counts as inactive or inconclusive. Only part of the results is shown. The share of hits here may be higher or lower than overall.

Every second line gives: KinaseGlo FLuc, IMPase Li cell, HTT aggregate, Epigenetic derep, CBFb RUNX1 block, NPSR antag, Lamin A splicing
1. COc1ccc(Nc2nc3cc(C)ccc3cc2C#N)c(OC)c1
→ -3.7%, 4.3%, 16.3%[9.22 µM], 14.1%, 13.3%, -27.7%, -7.6%[46 µM]
2. COC(=O)c1ccccc1NC(=O)CN1C(=O)c2ccccc2S1(=O)=O
→ 3.1%, 13.8%[38.3 µM], -5.7%, 0.0%, 6.5%, -12.3%[46.1 µM], 13.7%
3. CC1Cc2ccccc2N1S(=O)(=O)c1cccc(C(=O)NCCCn2ccnc2)c1 (stereo not drawn)
→ x, -4.9%, 17.6%, -0.3%, -4.5%, -24.5%, x
4. CCn1cc(C(=O)NCc2ccco2)c(=O)c2cc(S(=O)(=O)N3CCCCCC3)ccc21
→ -2.1%, 8.8%[38.3 µM], 12.6µM*, 0.0%, -2.9%, u, u
5. CSc1ccc(CN2CCCC(CNC(=O)c3ccc(F)cc3)C2)cc1 (stereo not drawn)
→ x, x, -6.3%, -3.1%, 2.2%, 2.6%, x
6. COc1cc2c(=O)n(CCCC(=O)NCC3CCCO3)c(=O)n(CC(=O)c3ccc(F)cc3)c2cc1OC (stereo not drawn)
→ -3.6%, u, 13.6%, -0.3%, 1.5%, -26.2%, -7.3%[46 µM]
7. CCOC(=O)c1cnn(-c2nc3sc4c(c3c(=O)[nH]2)CCCC4)c1N
→ -5.9%, -8.6%[38.3 µM], u, -0.2%, 2.3%, 2.1%[46.1 µM], u
8. Cc1ccc(Nc2nc(N)nc(CN3CCN(Cc4ccc5c(c4)OCO5)CC3)n2)cc1C
→ -0.4%, 8.8%, x, 3.2%, -10.6%, -11.6%, 12.8%[46 µM]
9. Cc1ccc(NC(=O)CSc2ccc3nnc(CCNC(=O)c4ccccc4)n3n2)c(C)c1
→ 0.9%, 2.6%, -3.6%, 0.0%, 4.9%, -3.2%[46.1 µM], -4.4%
10. OCCC1CN(Cc2ccccc2-c2ccco2)CCN1Cc1ccsc1 (stereo not drawn)
→ x, 13.4%, -6.6%[9.22 µM], 1.2%, 13.0%, 18.5%, x
11. O=C1CCC(C(=O)NCc2ccc3c(c2)OCO3)N1 (stereo not drawn)
→ 0.6%, -0.1%, 14.2%, -0.9%, 2.4%, 9.1%, x
12. Cc1ccc(NC(=O)CSc2nnc(Cn3c(=O)sc4ccccc43)n2C)cc1Cl
→ -1.4%, 10.1%, -15.8%, 0.0%, -9.7%, -10.4%[46.1 µM], -4.4%
13. N#Cc1ccccc1NC(=O)c1cc(=O)c2ccccc2o1
→ 0.8%, -3.4%, u, 3.6%, 16.5%, -1.8%, u
14. COCCn1c(=S)[nH]c2cc(C(=O)NCCCN3CCOCC3)ccc2c1=O
→ -6.4%, 10.5%[38.3 µM], -2.8%, 1.0%, 4.6%, -13.0%[46.1 µM], 12.3%
15. CCOc1ccc(-n2c(SCC(=O)NC(C)CC)nc3n[nH]c(C)c3c2=N)cc1 (stereo not drawn)
→ x, x, -9.7%, 0.0%, -2.9%, 25.8%[46.1 µM], u
16. COCCCNC(=S)N/N=C/c1ccc(O)cc1O
→ x, x, -7.8%[9.22 µM], 2.1%, u, -2.1%, x
17. COc1ccc(Br)cc1[C@H]1[C@H]2C=CC[C@@H](C)[C@@H]2C(=O)N1Cc1ccccc1
→ x, x, -37.3%[9.22 µM], 3.2%, 5.5%, u, x
18. CCN1CCN(c2oc(COc3ccc(-c4ccccc4)cc3)nc2C#N)CC1
→ x, x, -23.9%, -5.5%, u, -21.1%[46.1 µM], u
19. Cc1ccc(CNC(=O)C2CC(c3cccc([N+](=O)[O-])c3)=NO2)cc1 (stereo not drawn)
→ 1.4%, 3.9%[38.3 µM], 16.9%, 2.5%, -0.9%, 1.9%[46.1 µM], 1.5%
20. O=[N+]([O-])c1ccc(C2=Nn3c(Cn4nnc5ccccc54)nnc3SC2)cc1
→ x, x, 7.9%[9.22 µM], -1.0%, -2.1%, -11.8%, x
21. S=C(Nc1ccccc1Cl)N(CCCN1CCOCC1)Cc1ccco1
→ -1.3%, 2.8%, 6.9%, -0.9%, 4.0%, 12.4%, -12.8%
22. CCCS(=O)(=O)N1CCCC(C(=O)NC2CCCCC2)C1 (stereo not drawn)
→ -3.3%, -10.9%[38.3 µM], 7.1%, -3.1%, -1.8%, 0.0%[46.1 µM], 7.7%
23. FC(F)C(F)(F)C(F)(F)C(F)(F)c1cc(-c2ccccc2)n[nH]1
→ -4.2%, 50.1%[activator][38.3 µM], 10.8%, 3.0%, 10.0%, 19.8%[46.1 µM], -0.6%
24. CCN(CC)CCCN1C(=O)C(=O)/C(=C(/O)c2ccc3c(c2)OCCO3)C1c1ccc(C)o1 (stereo not drawn)
→ 16.1%, 5.1%[38.3 µM], -6.8%, 0.2%, 3.7%, -1.8%[46.1 µM], 4.0%
25. Cc1cccc2sc(NC(=O)Cn3cccc3)nc12
→ 2.1%, -1.4%, -0.6%, 0.0%, -15.2%, -1.3%, u
26. Clc1cccc(Cl)c1CSc1nnc(CN2CCOCC2)n1-c1ccccc1
→ -0.1%, -4.2%[38.3 µM], -1.2%, 0.7%, 0.5%, -17.0%[46.1 µM], -8.7%
27. Cc1cccc(C(=O)N2CCN(c3ncnc4c3cnn4-c3ccccc3)CC2)c1
→ 1.3%, 12.6%, u, -1.1%, 1.9%, -16.3%[46.1 µM], u
28. CC(C(=O)OCC(=O)Nc1ncc(Cl)cc1Cl)N1C(=O)c2ccccc2C1=O (stereo not drawn)
→ 17.6%, 15.5%[38.3 µM], -10.5%, -0.8%, 11.7%, -6.6%[46.1 µM], 0.0%
29. CSc1ccc(S(=O)(=O)NCCSc2ccccn2)cc1
→ -3.5%, -18.5%[38.3 µM], 4.8%, -0.9%, 9.1%, -19.3%[46.1 µM], 1.4%[0.0737 µM]
30. COc1ccccc1C(=O)NCCn1ccc2ccccc21
→ -1.6%, 1.3%[38.3 µM], -5.4%, -1.1%, -2.2%, -11.5%[46.1 µM], -19.6%
31. c1ccc(CN2CCC(Nc3nc(-c4cccs4)nc4ccccc34)CC2)cc1
→ -1.3%, 11.0%, u, 2.6%, -7.1%, u, u
32. O=S1(=O)N=C(Nc2ccc(N3CCOCC3)cc2)c2ccccc21
→ 0.0%, -3.5%, 12.0%, -2.0%, -1.3%, -7.6%[46.1 µM], -9.1%
33. COc1ccc(COC(=O)Nc2cn(C)nc2C(F)(F)F)cc1
→ 0.5%, 3.1%, 14.2%, 1.6%, 9.9%, 6.7%, x
34. CCn1c(-c2cccn(Cc3ccccc3)c2=O)n[nH]c1=S
→ -3.8%, -5.3%, 7.4%, 2.6%, 14.7%, -5.4%, 20.1%[46 µM]
35. Cc1ccc(C(=O)C(C)N(C(=O)c2ccc(Cl)cc2Cl)N2C(=O)CCCC2=O)cc1 (stereo not drawn)
→ -2.7%, 3.1%, 11.2µM*, -1.3%, -6.2%, 18.8%, x
36. Cc1nn(C)cc1NC(=O)Cn1nc(C(F)(F)F)cc1C1CC1
→ -1.4%, 2.2%, -3.9%, -1.0%, 5.3%, 8.8%, -4.6%
37. O=C(COC(=O)C1CCCCC1)Nc1cc([N+](=O)[O-])ccc1F
→ 5.2%, 2.8%, -9.5%, -0.4%, 7.3%, 5.2%, -7.6%[46 µM]
38. Cc1ccccc1-c1nnn(Cc2ccc(-c3nn[nH]n3)cc2)n1
→ 2.8%, -9.0%, 9.9%, 0.0%, -2.4%, -28.1%, x
39. Cc1ccccc1NC(=S)N(Cc1cccnc1)Cc1ccccc1Cl
→ 0.0%, 12.1%, -12.4%, 0.9%, 0.3%, -19.8%, -12.4%[46 µM]
40. Cn1cc(Br)c(-c2cccc(NC(=O)CCC(=O)O)c2)n1
→ x, x, 12.2%[9.22 µM], -1.7%, 1.1%, -22.8%, x
41. Cc1cccc(CC2S/C(=N/N=C/c3ccco3)NC2=O)c1 (stereo not drawn)
→ 1.4%, -1.1%, -8.3%[9.22 µM], 0.8%, -5.6%, 5.7%, -9.4%[46 µM]
42. C/C(=N\NC(=O)CCCOc1ccc(Cl)cc1C)c1ccc(C)o1
→ -3.5%, -6.1%, -16.6%, 0.0%, 2.0%, -12.6%, 6.4%
43. N/C(=N\O)c1ccc(Oc2ccccc2Cl)c([N+](=O)[O-])c1
→ x, x, -11.5%[9.22 µM], -1.1%, -0.7%, -1.6%, x
44. CC(C)(C)c1ccc2c(c1)N(CC(=O)O)C(=O)CO2
→ -5.6%, -5.4%[38.3 µM], 2.4%, 3.2%, 2.4%, -20.0%[46.1 µM], -4.2%
45. CCCn1c(NCc2ccccn2)nc2ccccc21
→ 0.0%, 0.0%, -28.8%, 1.2%, 2.2%, -7.7%[46.1 µM], -3.0%
46. Cc1cc(C)nc(N/N=C/C2=C(O)CC(c3ccccc3)CC2=O)n1 (stereo not drawn)
→ x, x, 4.8%[9.22 µM], 0.0%, -15.9%, -32.5%, x
47. CC/C=C\C/C=C\C/C=C\C/C=C\C/C=C\C/C=C\CCC(=O)O[C@H](COCCCCCCCCCCCCCCCC)COP(=O)([O-])OCC[N+](C)(C)C
→ -0.7%, -10.6%, x, -1.1%, 3.2%, x, x

Exported with tabs: part of the list above.
No.	mol	KinaseGlo FLuc	IMPase Li cell	HTT aggregate	Epigenetic derep	CBFb RUNX1 block	NPSR antag	Lamin A splicing
30	COc1ccccc1C(=O)NCCn1ccc2ccccc21	-1.6%	1.3%[38.3 µM]	-5.4%	-1.1%	-2.2%	-11.5%[46.1 µM]	-19.6%
31	c1ccc(CN2CCC(Nc3nc(-c4cccs4)nc4ccccc34)CC2)cc1	-1.3%	11.0%	u	2.6%	-7.1%	u	u
32	O=S1(=O)N=C(Nc2ccc(N3CCOCC3)cc2)c2ccccc21	0.0%	-3.5%	12.0%	-2.0%	-1.3%	-7.6%[46.1 µM]	-9.1%
33	COc1ccc(COC(=O)Nc2cn(C)nc2C(F)(F)F)cc1	0.5%	3.1%	14.2%	1.6%	9.9%	6.7%	x
34	CCn1c(-c2cccn(Cc3ccccc3)c2=O)n[nH]c1=S	-3.8%	-5.3%	7.4%	2.6%	14.7%	-5.4%	20.1%[46 µM]
